Assay outcomes deposited in PubChem by several laboratories.
SUMO Mot1 rescue = yeast Mot1-301 growth rescue at high temperature, primary screen, SUMOylation pathway inhibitor project, S. cerevisiae, ATP luminescence, 38.5C | 320,000 tested, 1% active | S. cerevisiae Mot1-301 growth rescue; percent above DMSO median, 100 means doubled | growth rescue, % at 18.8 µM | AID 2716, 2010;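 active means every valid replicate shows activation above 250% relative to neutral control wells; inactive means the rest, any valid replicate at or below 250%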;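 further: OY570 slx delta 5 strain wells were the positive control but not used for scaling; some compounds called inactive have numbers as strong as hits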
CDK5 p35 inh = inhibitors of human CDK5/p35 kinase, primary screen, biochemical, single concentration; Cyclin-dependent kinase 5 (Homo sapiens) + Cyclin-dependent kinase 5 activator 1 (Homo …; Recombinant CDK5/p35, ADP-Glo luminescence, 60 min; inhibition, % at 10 µM; 330,000 tested, 0.01% active;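 active means highest replicate inhibition of at least 50% and at least 75% of replicates reaching 50%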;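 further: plate controls were DMSO neutral control for no effect and GW8510 at 10 µM for full effect; many of its hits are not listed in these tables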
SR-BI HDL uptake = inhibitors of SR-BI mediated HDL lipid uptake, primary screen, ldlA[mSR-BI] cells, fluorescence, single point | ldlA[mSR-BI] CHO cells, DiI-HDL uptake fluorescence, 3 h | Scavenger receptor class B member 1 (Mus musculus), Q61009 | inhibition, % at 12.5 µM | 320,000 tested, 0.96% active;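 active means mean replicate inhibition of at least 70% and a set share of replicates each scoring 70 or more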;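 further: 0% = median of neutral control wells and 100% = median of positive control wells; values of inactives mirror those of a sister screen read the other way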
Pemphigus Ab inh = inhibitors of pemphigus antibody binding to DSG3, primary screen, biochemical, bead-based, flow cytometry, scFv-GFP; DSG3-coupled beads, scFv-anti-DSG3-GFP binding; hits give low values; binding (percent of control), % at 10 µM; AID 588358, 2011; 310,000 tested, 0.48% active; Desmoglein-3 (Homo sapiens), P32926;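 active means binding more than 3 SD below its plate's average and above zero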;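 further: hits lower antibody fragment binding to DSG3; some compounds called inactive have numbers as strong as hits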
dFosB activator = activators of delta FosB homodimer, primary screen, biochemical, fluorescence polarization, TAMRA-CDK5 oligo, single point; 340,000 tested, 0.99% active; purified delta FosB; percent of positive-control signal above neutral wells; activation, % at 25 µM; Protein FosB (Mus musculus), P13346;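 active means mean activation above about 17%, with every replicate also reaching it, limit read from the data, passing the limit was not always enough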;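 further: fluorescence polarization rise as delta FosB binds a TAMRA Cdk5 AP-1 oligo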
Target sequence (P13346 whole entry, looked up): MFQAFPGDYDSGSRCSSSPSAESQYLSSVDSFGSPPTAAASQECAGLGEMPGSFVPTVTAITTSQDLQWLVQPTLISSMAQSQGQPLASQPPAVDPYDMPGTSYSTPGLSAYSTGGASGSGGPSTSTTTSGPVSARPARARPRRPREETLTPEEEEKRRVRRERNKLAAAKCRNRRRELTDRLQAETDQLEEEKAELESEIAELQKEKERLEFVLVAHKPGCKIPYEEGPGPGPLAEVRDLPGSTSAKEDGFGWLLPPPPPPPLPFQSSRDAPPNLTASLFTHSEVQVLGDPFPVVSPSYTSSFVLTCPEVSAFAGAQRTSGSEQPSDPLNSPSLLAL
Arrestin-AP2 inh = inhibitors of beta-arrestin/AP2 binding, primary screen, biochemical, GPCR trafficking, flow cytometry; AID 504490, 2011; beta-arrestin 1 C-terminal peptide binding to AP2 beta2-adaptin appendage (human); 340,000 tested, 0.31% active; inhibition, % at 10 µM; FITC-arrestin peptide / GST-AP2 beads; AP2 beta2 appendage carries R879A mutation;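 active means inhibition above a set limit, near 3 SD of compounds lacking own fluorescence, cut at about 54% in these data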;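 further: plate controls were DMSO wells for no effect and 5 µM unlabelled arrestin peptide for full effect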
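Assay system: GST-AP2 R879A bound to glutathione beads, E. coli-expressed; Medium: PBS with 0.05% Tween 20 and 0.1% BSA; Also added: fluorescein-tagged arrestin peptide at 50 nM final; Timing: 12 min plus 1 h, RT; Measured by: flow cytometry, FL1 (488/535 nm); Evaluation: percent drop in bead-associated FITC signal.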
NSD2 inh = NSD2 histone methyltransferase inhibitors, primary screen, biochemical, AlphaScreen, single concentration, set 2; 310,000 tested, 0.54% active; NSD2 peptide methylation, 120 min; inhibition, % at 12.5 µM; Histone-lysine N-methyltransferase NSD2 (Homo sapiens), O96028; AID 743445, 2014; in the data active means inhibition above about 50%
PKA-R2B activ = activators of PKA-R2B holoenzyme, primary screen, biochemical, fluorescence polarization, Cy5-IP20, human; activation, % at 11.4 µM; 340,000 tested, 0.079% active; PKA-R2B holoenzyme dissociation; R2B truncated from residue 108, S112A mutant; 0% DMSO only, 100% 113 µM cGMP; cAMP-dependent protein kinase catalytic subunit beta (Homo sapiens) + cAMP-dependent …;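 active means activation above a cutoff set at the mean over all compounds plus 3 SD, cut at about 18% in these data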;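 further: higher means more holoenzyme dissociation and a rise in polarization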
Target sequence (P31323 whole entry, looked up, other chains not shown, the tested form may be a part): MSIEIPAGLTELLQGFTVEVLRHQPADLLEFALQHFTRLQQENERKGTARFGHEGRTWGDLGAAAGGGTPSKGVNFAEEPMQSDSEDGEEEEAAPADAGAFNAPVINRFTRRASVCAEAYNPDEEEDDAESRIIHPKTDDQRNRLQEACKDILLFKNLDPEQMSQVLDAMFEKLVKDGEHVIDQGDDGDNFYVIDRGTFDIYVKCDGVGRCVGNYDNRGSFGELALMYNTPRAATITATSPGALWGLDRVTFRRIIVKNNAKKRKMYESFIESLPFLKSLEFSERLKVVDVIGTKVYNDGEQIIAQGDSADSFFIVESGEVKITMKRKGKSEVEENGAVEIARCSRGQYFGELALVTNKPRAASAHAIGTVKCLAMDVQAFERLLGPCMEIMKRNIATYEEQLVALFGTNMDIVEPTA
SR-BI uptake up = activators of SR-BI mediated DiI-HDL uptake, primary screen, ldlA[mSR-BI] CHO cells, DiI fluorescence; 320,000 tested, 0.096% active; AID 504775, 2011; 3 h; 100 = double the neutral-control signal; activation, % at 12.5 µM;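 active means mean replicate activation of at least 60% and every replicate at or above 60%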;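 further: 0% = median plate neutral-control signal and 100% = twice that signal; values of inactives mirror those of a sister screen read the other way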
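Test system: SR-BI-overexpressing, LDLR-lacking CHO cells; Also added: labelled HDL, 10 µg/mL; Measured by: bottom-read cell fluorescence after medium removal, ex 550/em 595 nm; Timing: 3 h uptake period with compound, 37 °C; Buffer or medium: F12, 0.5% BSA, 25 mM HEPES; Doses: single compound concentration, delivered by pin transfer.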
MITF act = activators of MITF-driven TRPM1 promoter reporter, primary screen, cell-based, SK-MEL-5, luciferase, single point; AID 588334, 2011; SK-MEL-5 TRPM1-promoter luciferase, 24 h; % of positive control, neutral wells = 0; 300,000 tested, 0.75% active; activation, % at 12.5 µM;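 active means mean activation of at least 80% with every replicate also reaching 80%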;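 further: 0% = neutral control wells and 100% = parthenolide positive control wells; values of inactives mirror those of a sister screen read the other way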
PKA-R1A act = activators of PKA-R1A holoenzyme, primary screen, biochemical, fluorescence polarization, Cy5-IP20, bovine R1A, mouse PKAc; activation, % at 11.4 µM; 340,000 tested, 0.083% active; PKA-R1A dissociation; scaled: DMSO 0%, 113 µM cGMP 100%;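 active means percent activation above the mean of all tested compounds plus 3 SD, cut at about 19% in these data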;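 further: higher means more PKAc released from R1A so a rise in polarization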
* hit, by the source's call.

Preview, 2 compounds:
For Cc1sc2ncn(CC(=O)Nc3ccccc3F)c(=O)c2c1-c1ccccc1 the results were SUMO Mot1 rescue 6, CDK5 p35 inh -0.7, SR-BI HDL uptake 16, Pemphigus Ab inh 95, dFosB activator -8, Arrestin-AP2 inh -5, NSD2 inh -3, PKA-R2B activ -5, SR-BI uptake up -16, MITF act 4 and PKA-R1A act 4.
CCCCC1CCC(C(=O)N(CCOC)c2c(N)n(CC(C)C)c(=O)[nH]c2=O)CC1 (configuration not stated) was read as SUMO Mot1 rescue -2, CDK5 p35 inh 0.0, SR-BI HDL uptake -24, Pemphigus Ab inh 105, dFosB activator -18, Arrestin-AP2 inh -16, NSD2 inh -3, PKA-R2B activ 0, SR-BI uptake up 24 and PKA-R1A act -2.

The listing, from the start:
For Cc1sc2ncn(CC(=O)Nc3ccccc3F)c(=O)c2c1-c1ccccc1 the results were SUMO Mot1 rescue 6, CDK5 p35 inh -0.7, SR-BI HDL uptake 16, Pemphigus Ab inh 95, dFosB activator -8, Arrestin-AP2 inh -5, NSD2 inh -3, PKA-R2B activ -5, SR-BI uptake up -16, MITF act 4 and PKA-R1A act 4.
CCCCC1CCC(C(=O)N(CCOC)c2c(N)n(CC(C)C)c(=O)[nH]c2=O)CC1 (configuration not stated) was read as SUMO Mot1 rescue -2, CDK5 p35 inh 0.0, SR-BI HDL uptake -24, Pemphigus Ab inh 105, dFosB activator -18, Arrestin-AP2 inh -16, NSD2 inh -3, PKA-R2B activ 0, SR-BI uptake up 24 and PKA-R1A act -2.
`Cc1ccc(NC(=S)N(CCN(C)C)Cc2cc3cc(C)ccc3[nH]c2=O)cc1` gave SUMO Mot1 rescue -8, CDK5 p35 inh 1.8, SR-BI HDL uptake -10, Pemphigus Ab inh 104, dFosB activator 3, Arrestin-AP2 inh 37, NSD2 inh 4, PKA-R2B activ -11, SR-BI uptake up 10, MITF act -1 and PKA-R1A act 2.
O=C(COC(=O)c1cc2ccccc2cc1O)NC(=O)NCc1ccco1 was read as SUMO Mot1 rescue 0, CDK5 p35 inh 1.2, SR-BI HDL uptake 10, Pemphigus Ab inh 107, dFosB activator 6, Arrestin-AP2 inh -20, NSD2 inh -4, PKA-R2B activ -2, SR-BI uptake up -10, MITF act -7 and PKA-R1A act 4.
`Nc1ccc2nc(COc3ccccc3)[nH]c2c1` gave SUMO Mot1 rescue -11, CDK5 p35 inh 0.8, SR-BI HDL uptake -10, Pemphigus Ab inh 91, dFosB activator -3, Arrestin-AP2 inh 17, NSD2 inh -3, PKA-R2B activ 4, SR-BI uptake up 10, MITF act -5 and PKA-R1A act 9.
COc1ccc(C(CCN2CCN(c3ccccc3)CC2)c2c(OC)cc(OC)c3c(-c4ccccc4)cc(=O)oc23)cc1 (configuration not stated) was read as SUMO Mot1 rescue -4, CDK5 p35 inh 0.4, SR-BI HDL uptake -11, Pemphigus Ab inh 101, dFosB activator 20*, Arrestin-AP2 inh -3, PKA-R2B activ -10, SR-BI uptake up 11, MITF act 1 and PKA-R1A act -5.
O=C(c1cc(=O)c2cc(Cl)ccc2o1)N1CCN(Cc2ccccc2)CC1 was read as SUMO Mot1 rescue -15, CDK5 p35 inh -0.9, SR-BI HDL uptake 11, Pemphigus Ab inh 110, dFosB activator -12, Arrestin-AP2 inh 8, NSD2 inh 0, PKA-R2B activ -4, SR-BI uptake up -11, MITF act 10 and PKA-R1A act 0.
Screening CCOc1cc(NC(=S)NCCCN2CCOCC2)c(OCC)cc1NC(=O)c1cccs1 returned SUMO Mot1 rescue 0, CDK5 p35 inh 1.1, SR-BI HDL uptake 38, Pemphigus Ab inh 96, dFosB activator -6, Arrestin-AP2 inh 6, NSD2 inh -5, PKA-R2B activ 1, SR-BI uptake up -38, MITF act -4 and PKA-R1A act -3.
NNC(=O)c1cc2c(ccc3ccccc32)o1 was read as SUMO Mot1 rescue 88, CDK5 p35 inh 1.1, SR-BI HDL uptake 24, Pemphigus Ab inh 100, dFosB activator -7, Arrestin-AP2 inh 47, NSD2 inh 1, PKA-R2B activ -12, SR-BI uptake up -24, MITF act -6 and PKA-R1A act -7.
Screening O=C(CN1CCN(Cc2ccc(F)cc2)C1=O)NCc1cccs1 returned SUMO Mot1 rescue -8, CDK5 p35 inh -1.9, Pemphigus Ab inh 101, dFosB activator -4, Arrestin-AP2 inh 2, PKA-R2B activ -7, MITF act -8 and PKA-R1A act -11.
`C=CCn1cc(C(=O)NCCCOC)c(=O)c2cc(S(=O)(=O)N3CCC(C)CC3)ccc21` gave SUMO Mot1 rescue 13, CDK5 p35 inh 0.6, SR-BI HDL uptake -1, Pemphigus Ab inh 109, dFosB activator -11, Arrestin-AP2 inh -1, PKA-R2B activ 3, SR-BI uptake up 1, MITF act 5 and PKA-R1A act 0.
For COc1cc(C2C3=C(CCCC3=O)Nc3[nH]n(-c4ccccc4)c(=O)c32)ccc1OC(C)=O (configuration not stated) the results were SUMO Mot1 rescue -10, CDK5 p35 inh 0.0, SR-BI HDL uptake 0, Pemphigus Ab inh 100, dFosB activator -5, Arrestin-AP2 inh 14, NSD2 inh 5, PKA-R2B activ -4, SR-BI uptake up 0, MITF act 7 and PKA-R1A act 7.
Screening N#C/C(=C\c1cccc(Br)c1)C(=O)N1CCCCC1 returned SUMO Mot1 rescue 10, CDK5 p35 inh 0.7, SR-BI HDL uptake -14, Pemphigus Ab inh 105, dFosB activator -7, Arrestin-AP2 inh 2, NSD2 inh 2, PKA-R2B activ 1, SR-BI uptake up 14, MITF act 10 and PKA-R1A act 3.
For CCCn1c(SCCN2CCOCC2)nc2c1c(=O)n(C)c(=O)n2C the results were SUMO Mot1 rescue 4, CDK5 p35 inh 0.6, SR-BI HDL uptake -16, Pemphigus Ab inh 110, dFosB activator -2, Arrestin-AP2 inh -2, NSD2 inh 1, PKA-R2B activ -4, SR-BI uptake up 16, MITF act 5 and PKA-R1A act -1.
`CC1CCN(C(=O)COC(=O)CCCN2C(=O)c3cccc4cccc(c34)C2=O)CC1` gave SUMO Mot1 rescue 185, CDK5 p35 inh 0.0, SR-BI HDL uptake -9, dFosB activator -6, Arrestin-AP2 inh -5, NSD2 inh 25, PKA-R2B activ -10, SR-BI uptake up 9, MITF act -7 and PKA-R1A act -8.
`CC(C)c1c(O)ccc2c1CC[C@H]1C(C)(C)CCC[C@]21C` gave CDK5 p35 inh -1.6, SR-BI HDL uptake 11, dFosB activator -11, Arrestin-AP2 inh -2, PKA-R2B activ -1, SR-BI uptake up -11, MITF act 8 and PKA-R1A act -11.
O=C1CC(c2cccc(Cl)c2)Cc2nc(N3CCOCC3)ncc21 (configuration not stated) was read as SUMO Mot1 rescue 16, CDK5 p35 inh -0.7, SR-BI HDL uptake -13, Pemphigus Ab inh 105, dFosB activator -15, Arrestin-AP2 inh 1, NSD2 inh -5, PKA-R2B activ 1, SR-BI uptake up 13, MITF act -8 and PKA-R1A act -7.
Cc1ccc(Cn2nc(C)c(/C=N/NC(=O)c3cccnc3)c2C)cc1 was read as SUMO Mot1 rescue 161, CDK5 p35 inh -1.2, SR-BI HDL uptake 19, Pemphigus Ab inh 96, dFosB activator -2, Arrestin-AP2 inh -1, NSD2 inh 1, PKA-R2B activ -6, SR-BI uptake up -19, MITF act 0 and PKA-R1A act 1.
CC(C)OC(=O)CSc1nc2c(cc1C#N)CCCCC2 was read as SUMO Mot1 rescue 2, CDK5 p35 inh 1.7, SR-BI HDL uptake 45, Pemphigus Ab inh 87*, dFosB activator -1, Arrestin-AP2 inh 12, NSD2 inh 32, PKA-R2B activ 5, SR-BI uptake up -45, MITF act 34 and PKA-R1A act 0.
Screening Cc1ccc2c(CN3CCN(S(=O)(=O)c4ccccc4C(F)(F)F)CC3)cc(=O)oc2c1C returned SUMO Mot1 rescue -24, CDK5 p35 inh -0.8, SR-BI HDL uptake 24, Pemphigus Ab inh 89, dFosB activator -8, Arrestin-AP2 inh 2, NSD2 inh -1, PKA-R2B activ -13, SR-BI uptake up -24, MITF act -15 and PKA-R1A act -7.
`CC(C)c1ccc2c(c1)C1Cc3ccccc3C1N2` (configuration not stated) gave SUMO Mot1 rescue 52, CDK5 p35 inh -1.1, SR-BI HDL uptake 10, Pemphigus Ab inh 119, dFosB activator -6, Arrestin-AP2 inh 10, NSD2 inh 2, PKA-R2B activ -9, SR-BI uptake up -10, MITF act 42 and PKA-R1A act -15.
